proCasp7 act – procaspase-7 activators, primary screen, counter-screen for procaspase-3 activator project, biochemical, absorbance, HTS, human | recombinant procaspase-7, Ac-DEVD-pNA absorbance 405 nm; D23A/D198A/D206A triple mutant, cannot self-cleave; scale: DMSO 0, 5 µM enzyme 100 | activation, % at 8.5 µM | actives 0.093% (n = 330,000) | AID 463210, 2010;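 active means percent activation above the screen-wide mean plus 3 SD, cut at about 25% in these data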
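Assay system: Uncleavable procaspase-7 mutant enzyme / Input: 2 µM procaspase-7 mutant as dispensed / Dosing: single nominal 8.5 µM compound dose, 0.8% DMSO final / Timing: 1 h enzyme–compound preincubation and 2 h substrate reaction, both 25 °C / Detection: p-Nitroaniline absorbance at 405 nm, read at 0 and 120 min / Replication: singlicate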
MEP2 TOR yeast – modulators of MEP2-GFP levels in yeast, primary screen, S. cerevisiae, multiplex flow cytometry, MLPCN library; S. cerevisiae MEP2-GFP strain, 3 h; 100% = DMSO control level; GFP response vs DMSO, % at 10 µM; actives 0.51% (n = 330,000);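 active means GFP response versus DMSO above a set limit, roughly screen mean plus 3 SD, cut at about 180% in these data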;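 further: median GFP fluorescence of the barcode-gated MEP2-GFP cells per well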
RPL19A-GFP yeast – RPL19A-GFP expression modulators in yeast, primary screen, cell-based, S. cerevisiae, multiplex flow cytometry, MLPCN | S. cerevisiae RPL19A-GFP strain, 3 h; stronger effect = lower value | percent response vs DMSO, % at 10 µM | actives 0.3% (n = 330,000) | AID 2025, 2009;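 active means percent response vs DMSO below 50%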;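 further: median channel GFP fluorescence of the barcoded RPL19A-GFP strain; ratio of sample median GFP to plate DMSO average so 100% = DMSO; lower means less RPL19A-GFP as with rapamycin TOR inhibition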
AHR activator – AHR activators, primary screen, cell-based, luminescence, luciferase reporter, human; actives 2.5% (n = 320,000); AHR-responsive luciferase reporter cells; activation, % at 5 µM; AID 2796, 2010; Aryl hydrocarbon receptor (Homo sapiens), P35869; in the data active means activation above about 47%;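 further: 0% = vehicle wells and 100% = reference agonist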
Target sequence (P35869 whole entry, looked up): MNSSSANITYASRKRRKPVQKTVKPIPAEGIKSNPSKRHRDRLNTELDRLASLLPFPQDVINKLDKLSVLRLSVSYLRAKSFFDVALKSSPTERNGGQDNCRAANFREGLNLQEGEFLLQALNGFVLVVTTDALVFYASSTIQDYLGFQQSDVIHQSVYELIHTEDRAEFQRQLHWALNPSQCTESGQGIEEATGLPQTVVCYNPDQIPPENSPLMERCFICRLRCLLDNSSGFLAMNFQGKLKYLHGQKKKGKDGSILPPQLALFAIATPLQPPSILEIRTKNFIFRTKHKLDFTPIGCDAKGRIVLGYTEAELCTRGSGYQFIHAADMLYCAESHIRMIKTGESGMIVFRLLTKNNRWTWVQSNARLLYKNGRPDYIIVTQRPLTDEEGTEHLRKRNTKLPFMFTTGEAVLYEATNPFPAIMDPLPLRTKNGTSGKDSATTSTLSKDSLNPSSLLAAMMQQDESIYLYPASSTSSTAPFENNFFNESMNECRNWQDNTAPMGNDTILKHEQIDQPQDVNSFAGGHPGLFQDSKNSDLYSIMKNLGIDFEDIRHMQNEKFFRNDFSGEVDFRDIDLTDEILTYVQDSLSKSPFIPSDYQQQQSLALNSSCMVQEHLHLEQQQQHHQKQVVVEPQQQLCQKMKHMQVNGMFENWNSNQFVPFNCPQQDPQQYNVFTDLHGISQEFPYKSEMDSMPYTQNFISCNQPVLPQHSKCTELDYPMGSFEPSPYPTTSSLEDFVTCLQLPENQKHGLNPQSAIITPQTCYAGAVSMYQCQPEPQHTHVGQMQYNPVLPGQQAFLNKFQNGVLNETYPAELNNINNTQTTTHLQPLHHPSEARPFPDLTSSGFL
LAP4-GFP MLPCN – modulators of LAP4-GFP expression in yeast, primary screen, S. cerevisiae, multiplex flow cytometry, MLPCN library | 3 h; median GFP as percent of DMSO wells | GFP response vs DMSO, % at 10 µM | actives 0.34% (n = 320,000) | AID 2023, 2009;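 active means GFP response vs DMSO above a set limit, about the screen mean plus 3 SD, cut at about 150% in these data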
CR mimetic SO – reduction of superoxide in aged yeast, primary screen, HTS | superoxide response (% of plate mean), % at 10 µM | AID 2690, 2010 | S. cerevisiae aged cells, superoxide DHE fluorescence; stronger effect = lower value | actives 0.18% (n = 330,000);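 active means superoxide response under a set limit, about three screen SD below normal, cut at about 65% in these data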;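 further: yeast aged for seven days with compound at 30 °C before DHE staining; 100% = average MFI of all compound-treated wells on the plate with controls excluded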
JMJD2C inh – inhibitors of GASC-1 histone demethylase, primary screen, biochemical, fluorescence, DELFIA europium; Lysine-specific demethylase 4C (Homo sapiens), Q9H3R0; GST-JMJD2C(1-420) H3K9me3 demethylation; inhibition, % at 2.35 µM; actives 0.069% (n = 330,000);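 active means more than half of a compound's replicate wells show inhibition beyond 50%, single wells judged on their own value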;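 further: signal counts dimethyl H3K9 product captured on neutravidin plate; 0% = median of DMSO wells and 100% = 0.3 times that DMSO median; strong numbers were not always called active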
proCasp3 act – activators of human procaspase-3 D3A mutant, primary screen, biochemical, absorbance, PC-3 D3A mutant, single concentration. actives 0.11% (n = 330,000). Caspase-3 (Homo sapiens), P42574. activation, % at 8.5 µM. recombinant procaspase-3 D3A, Ac-DEVD-pNA absorbance 405 nm;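 active means activation above the mean of all tested compounds plus 3 SD, cut at about 21% in these data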;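 further: 0% = DMSO alone and 100% = DMSO wells spiked with extra 5 µM PC-3 D3A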
Target sequence (P42574 whole entry D9A/D28A/D175A): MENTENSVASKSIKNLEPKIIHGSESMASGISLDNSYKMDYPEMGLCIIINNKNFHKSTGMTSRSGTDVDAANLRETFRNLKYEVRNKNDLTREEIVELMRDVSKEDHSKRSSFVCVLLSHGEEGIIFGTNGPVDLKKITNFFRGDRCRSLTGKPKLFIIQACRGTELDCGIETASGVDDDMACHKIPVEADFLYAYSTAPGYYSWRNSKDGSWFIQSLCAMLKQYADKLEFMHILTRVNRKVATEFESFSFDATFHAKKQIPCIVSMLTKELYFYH
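assay system = Procaspase-3 D3A mutant | signal = absorbance at 405 nm, 0 and 120 min | times = 1 h preincubation plus 2 h reaction at 25 °C | repeats = single replicate | read-out = % activation between DMSO and enzyme-spiked controls | medium = Zinc-free HEPES saline buffer with Triton X-100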
Starred values were filed as active, the others as inactive; . = no result given; & = joins results of further samples.

SMILES	proCasp7 act	MEP2 TOR yeast	RPL19A-GFP yeast	AHR activator	LAP4-GFP MLPCN	CR mimetic SO	JMJD2C inh	proCasp3 act
COc1ccccc1C(=O)C1CCCN(C(=O)c2cccnc2SC)C1 (stereo not drawn)	11	110	104	0	96	92	2	3
Cc1ccccc1N=C1NN=C(c2ccccc2F)CS1	-7	100	101	38	87	104	-8	-12
CC(=O)Nc1ccc(Oc2nc(-c3ccccn3)nc3ccccc23)cc1	15	86	92	1	107	96	-5	2
CN(C)/C=C1\C(=O)N(c2ccc([N+](=O)[O-])cc2)N=C1c1ccccc1	6	100	97	20	101	102	1	-6
O=C(Nc1ccccc1Cl)C1CC(=O)N(Cc2ccco2)C1 (stereo not drawn)	-5	95	98	0	93	85	-2	0
O=C(NNC(=O)c1cccs1)c1ccccc1	3	95	102	5	87	106	2	3
CN(c1ccccc1)S(=O)(=O)c1ccc(Cl)c(C(=O)NC2=NCCS2)c1	-2	94	100	1	105	103	-3	9
Cn1c(=O)c2c(SCC(=O)N3CCOCC3)nc(C3CCCCC3)nc2n(C)c1=O	-3	99	91	1	97	112	2	1
O=C(O)c1cccc2c1C(=O)N(C1CCCCC1)C2	3	101	104	-1	120	86	52	0
COc1ccc(-c2nnc(Sc3nc4ccccc4o3)c3ccccc23)cc1	-3	99	92	2	108	100	-1	-1
CN(C(=O)CSc1nnc(-c2ccco2)n1Cc1ccccc1)C1CCS(=O)(=O)C1 (stereo not drawn)	-9	102	103	-1	100	88	4	-11
CCc1ccc(CN2CCN(C(=O)c3cccc(OC)c3OC)CC2)cc1	2	95	105	-5	99	91	5	5
CCCN(CCC)CCNC(=O)c1cc2c(-c3ccc(Cl)cc3)nn(C)c2s1	11	107	98	39	105	89	-9	3
COc1ccc(Cc2noc(CN3CCN(Cc4csc(C)n4)CC3)n2)cc1OC	-11	129	96	3	108	95	-6	8
CC(=O)N1CCN(c2ccc(NCc3ccc(C(C)C)cc3)cc2)CC1	-10	93	90	6	.	77	5	-3
Cc1cc(C)nc(NC(=NCCc2c[nH]c3ccccc23)NC(=O)C(C)(C)C)n1	1	93	95	0	102	119	-1	-9
CCCC(=O)Nc1ccc(Cl)c(NC(=O)c2cccnc2)c1	0	96	91	3	95	85	5	7
c1cc2c3c(cccc3c1)C(N1CCOCC1)=N2	-5	90	99	1	107	99	1	-7
COc1ccnc(CSC(N)=Nc2cccc(C(F)(F)F)c2)c1	-21	91	95	55*	93	118	2	-16
CC(c1cccnc1)N(CCN(C)C)C(=O)Nc1ccc(Cl)cc1 (stereo not drawn)	5	109	99	-2	101	98	-3	9

As a short view, 2 of the compounds above.
SMILES	proCasp7 act	MEP2 TOR yeast	RPL19A-GFP yeast	AHR activator	LAP4-GFP MLPCN	CR mimetic SO	JMJD2C inh	proCasp3 act
COc1ccccc1C(=O)C1CCCN(C(=O)c2cccnc2SC)C1 (stereo not drawn)	11	110	104	0	96	92	2	3
Cc1ccccc1N=C1NN=C(c2ccccc2F)CS1	-7	100	101	38	87	104	-8	-12

(next part)
SMILES	proCasp7 act	MEP2 TOR yeast	RPL19A-GFP yeast	AHR activator	LAP4-GFP MLPCN	CR mimetic SO	JMJD2C inh	proCasp3 act
N#CCCN(Cc1cccnc1)C(=O)Nc1ccc(Cl)c(Cl)c1	7	100	103	3	102	92	-18	-1
CCc1ccc(NC(=S)NCC2CCCN2CC)cc1 (stereo not drawn)	-17	107	104	3	101	80	0	-6
Cc1ccc(-n2nc(C)c3c2OC(N)=C(C#N)C3c2ccccc2F)cc1 (stereo not drawn)	0	105	103	66*	100	99	-4	2
Nc1nc(SCc2ccccc2)[nH]c(=O)c1-c1ccccc1	-2	98	96	3	101	105	5	-4
CC1=CC(C)(C)N(C(=O)CNC2CCCC2)c2cc(C)ccc21	6	111	109	-3	111	97	-14	1
O=C(O)c1ccc(N/N=C/c2c(F)cccc2Cl)cc1	-4	101	102	-3	154*	98	1	12
O=C(COC(=O)Cc1cccc(C(F)(F)F)c1)NCc1ccco1	11	97	98	9	104	110	.	3
CCn1c(O)c(C=Nc2ccccc2)oc1=S	-15	105	100	-2	112	96	4	-19
COc1ccccc1S(=O)(=O)N1CCN(S(=O)(=O)c2cccs2)CC1	4	99	97	0	100	87	.	-4
O=C1C2C3CCCC3=C3CCCC3C2C(=O)N1c1ccc(Cl)cc1 (stereo not drawn)	-11	81	93	47	86	92	7	-8
C=CCNC(=S)NC(=O)c1ccc(C)c(Br)c1	-5	100	95	4	122	93	6	-2
C=Cn1c(C(=O)O)ccc1-c1ccc(CC)cc1	3	104	101	-1	104	111	8	4
O=C(O)CC1(CC(=O)Nc2cc(F)ccc2Cl)CCCCC1	6	86	100	0	93	109	4	-9
O=C1CSC(c2ccccc2F)N1 (stereo not drawn)	3	97	98	1	110	105	-40	6
CC(=O)c1cccc(NC(=O)CCc2nnc3ccc(N4CCN(C)CC4)nn23)c1	9	97	100	0	103	87	3	0
O=C(COc1ccccc1)N1CCN(C(=O)COc2ccccc2)CC1	2	102	102	-1	105	108	6	5
CC(NC(=O)COC(=O)c1ccccc1F)C1CC2CCC1C2 (stereo not drawn)	6	104	100	0	102	104	-1	7
CN1C(=O)CSc2ccc(NC(=O)NCc3cccnc3)cc21	2	101	99	31	100	95	6	-4
CC(C)CN(C(=O)COC(=O)CNC(=O)c1ccc(Cl)cc1)C1CCS(=O)(=O)C1 (stereo not drawn)	-5	111	99	0	106	115	47	-4
Cc1ccc(C(c2nnnn2Cc2cccs2)N2CCN(C(=O)c3ccco3)CC2)cc1 (stereo not drawn)	12	110	101	7	102	104	-3&-3	9
COc1ccc(NC(=O)c2sccc2C)c([N+](=O)[O-])c1	10	107	101	0	124	86	11	-3
Cc1ccc(Nc2nnc(C3C(=O)N(C)C4(C)CC3c3cc(Br)ccc3O4)s2)cc1 (stereo not drawn)	13	102	104	13	96	97	2	-10
NC(=O)NC(=O)COC(=O)c1ccccc1OCc1ccc(F)cc1	6	106	103	0	102	87	7	-4
COc1ccccc1CNC(=O)CN1C(=O)NC2(CCOc3ccccc32)C1=O (stereo not drawn)	2	105	97	1	97	108	2	10
CC(C)(C)OC(=O)NCCCC[C@H](NC(=O)c1[nH]cnc1C(=O)Nc1ccc(CNC(=O)OC(C)(C)C)cc1)C(=O)OC(C)(C)C	-8	102	102	18	129	97	-1	4
COc1ccc(N(C(C)C(=O)Nc2ccc(S(=O)(=O)N3CCOCC3)cc2)S(C)(=O)=O)cc1 (stereo not drawn)	5	101	99	0	101	94	15	3
Cc1oc(-c2cccc(F)c2)nc1CN1CCCCC1CCc1ccccn1 (stereo not drawn)	-2	107	101	6	102	84	-4	4
Cc1[nH]c2ccccc2c1-c1csc(NC(=O)CSCC(=O)O)n1	-6	94	105	18	102	103	-9	1
Cc1ccc(NC(C)C(=O)N/N=C/c2ccc([N+](=O)[O-])s2)cc1 (stereo not drawn)	9	92	89	7	82	113	1	5
O=C(NCCc1cn2ccccc2n1)c1cc(COc2ccc3ncccc3c2)on1	2	112	105	-5	100	85	-1	-2
O=C(Nc1ccc(OC(F)(F)F)cc1)C1=NCCN1	0	91	100	1	94	89	-6	2
Cc1ccc(NC(=O)CN(C)CC(=O)N(CC(C)C)c2c(N)n(CC(C)C)c(=O)[nH]c2=O)c(C)c1	4	102	102	1	99	93	1	-2
COc1cc2c(cc1OC)C(C)N(Cc1ccc3c(c1)OCO3)CC2 (stereo not drawn)	3	98	96	0	98	106	-6	1
C=CCN1CC2(c3ccccc3)CN(CC=C)CC(c3ccccc3)(C1)C2=O	-4	96	104	-2	88	85	-4	-2
O=C(NC(Cc1c[nH]c2ccccc12)C(=O)Nc1ccc(F)cc1)c1cccs1 (stereo not drawn)	7	116	96	2	135	78	-3	-3
Nc1ccc2nc(SCC(=O)Nc3ccc(N4CCOCC4)c(Cl)c3)sc2c1	-3	84	107	33	95	103	3	-3
O=C(Nc1nnc(-c2ccccc2SCc2ccccc2F)s1)Nc1ccccc1F	8	97	105	6	98	120	1	-16
CC1Cc2nc(SCC(=O)NCC3CCCO3)n(-c3ccc(F)cc3)c(=O)c2S1 (stereo not drawn)	-3	101	97	0	101	107	6	3
CCC(C(=O)Nc1ccc2c(c1)OCCO2)c1ccccc1 (stereo not drawn)	4	107	107	-3	96	100	-7	4
CCOC(=O)C1CCCN(c2c(NCCC(C)C)c(=O)c2=O)C1 (stereo not drawn)	10	98	97	2	106	86	5	7
Cc1ccc(S(=O)(=O)NCC(=O)OCC(=O)N(C)C2CCS(=O)(=O)C2)cc1 (stereo not drawn)	0	98	98	10	104	89	2	-12
Nc1ncnc2c1ncn2[C@@H]1O[C@H](CNCc2cccn2-c2nccs2)[C@@H](O)[C@H]1O	-11	88	92	-1	95	89	14	-1
O=C1/C(=C/c2cccc(F)c2)SC(=S)N1NS(=O)(=O)c1ccccc1	-19	98	98	0	103	129	3	2
Cc1ccc(CS(=O)(=O)Cc2ccc(C(=O)NCc3cccs3)o2)cc1	3	99	97	-1	111	93	-2	5
CCOc1cc(C2C(C(=O)OCC(C)C)=C(C)N=C3SCCC(=O)N32)ccc1OC(C)=O (stereo not drawn)	-4	101	105	-1	107	83	5	-1
COC(=O)C1CCCN1C(=O)COc1ccc(Cl)cc1Br (stereo not drawn)	-5	106	109	2	99	127	-5	-1
CN(CC(=O)Nc1ccc(F)c(F)c1F)C(=O)CC1OC(=O)c2ccccc21 (stereo not drawn)	4	97	97	5	100	98	-2	2
Cc1ccc(O)c(C2=NCCNC(C(F)(F)F)=C2)c1	2	95	91	8	91	107	0	-3
CCC1(c2ccccc2)C(=O)N(C(=O)OC(C)(C)C)N1C(=O)OC(C)(C)C (stereo not drawn)	-8	.	.	4	.	.	.	5
O=C(N/N=C1/CCCc2ccccc21)c1cc([N+](=O)[O-])cc([N+](=O)[O-])c1	3	87	91	9	92	110	-13	-5
COc1ccc(/C=N/NC(=O)c2cccnc2)c(C(=O)O)c1OC	0	105	106	9	112	82	6	-2
Cc1ccc(CC2CC(=O)N(c3nc4ccccc4n3C)C2=O)cc1 (stereo not drawn)	2	100	100	6	109	102	-14	8

AHR activator, hit marks shown above.
molecule	MEP2 TOR yeast	RPL19A-GFP yeast	AHR activator	LAP4-GFP MLPCN	JMJD2C inh	proCasp3 act
COc1ccnc(CSC(N)=Nc2cccc(C(F)(F)F)c2)c1	91	95	55*	93	2	-16
Cc1ccc(-n2nc(C)c3c2OC(N)=C(C#N)C3c2ccccc2F)cc1 (stereo not drawn)	105	103	66*	100	-4	2

Only JMJD2C inh, LAP4-GFP MLPCN and CR mimetic SO, for some of the entries so far:
structure | JMJD2C inh | LAP4-GFP MLPCN | CR mimetic SO
CC(C)(C)OC(=O)NCCCC[C@H](NC(=O)c1[nH]cnc1C(=O)Nc1ccc(CNC(=O)OC(C)(C)C)cc1)C(=O)OC(C)(C)C | -1 | 129 | 97
COc1ccc(N(C(C)C(=O)Nc2ccc(S(=O)(=O)N3CCOCC3)cc2)S(C)(=O)=O)cc1 (stereo not drawn) | 15 | 101 | 94
